Screens as filed in PubChem.
aGal spleen mod: inhibitors or activators of human alpha-galactosidase in spleen homogenate; AID 2107; P06280; human spleen homogenate, 4MU-alpha-Gal fluorescence, 40 min; actives 0.008% (n = 240,000); Potency, µM (highest dose often 80 µM), for inactives: top-dose activity change, negative = inhibition, hits mostly inhibitors;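 further: 0% = enzyme with vehicle and -100% = no enzyme basal signal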
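qHTS titration in buffer at pH 5.0. Alpha-galactosidase activity in spleen homogenate was measured via 4-methylumbelliferone release from 1 mM fluorogenic substrate after 40 min at 37C and a pH 10 stop. AC50 came from Hill fits of control-normalized data.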
GoLoco inh red: blocks human Gai1 binding to RGS12 GoLoco peptide, red readout. P63096. Gai1:RGS12 GoLoco peptide FP, rhodamine, 10 min. Potency, µM (titrated, usually from 61.6 µM), without a hit: at the highest dose activity, negative = inhibition, most hits filed as inhibitors. actives 0.44% (n = 230,000). AID 880; active means well fitted inhibition curve with a large enough effect, not every such curve was filed as active; inactive means no such curve, though single readings can be large or run the other way; further: on the % scale 0 is the no-effect control and ±100 the full control effect; nearly all actives have a fitted effect of over 30% in size; many of its hits are not listed in these tables
GAA spleen mod: inhibits or activates alpha-glucosidase in human spleen homogenate; P10253; human spleen homogenate, 4-MU-alpha-glucoside fluorescence; Potency, µM (series often up to 79.9 µM), without a hit: top-dose activity change, negative = inhibition, hits mostly inhibitors; actives 0.006% (n = 240,000);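 further: 0% = enzyme with vehicle and -100% = no enzyme basal signal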
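AC50 values come from Hill-equation fits of concentration-response data, normalized to no-enzyme and full-activity controls. Enzyme source: 1 ug human spleen homogenate; 1 mM fluorogenic 4-MU glucoside, pH 5.0 citrate buffer, 37 C, 40 min.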
JMJD2E inh: blocks human JMJD2E demethylase activity; B2RXH2; Potency, µM (top dose mostly 57.1 µM), for inactives: at the highest dose activity change, negative = inhibition, most hits filed as inhibitors; actives 1.6% (n = 230,000); AID 2147; JMJD2E catalytic domain, FDH-coupled NADH fluorescence (FDH is formaldehyde dehydrogenase); active means well fitted inhibition curve with a large enough effect, not every such curve was filed as active; inconclusive means small, poorly fitted or top-dose-only effect, or another doubt; inactive means no such curve, though single readings can be large or run the other way;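 further: 0% = wells with enzyme and -100% = buffer wells without enzyme; nearly all actives have a fitted effect of over 50% in size; many of its hits are not listed in these tables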
Target sequence (B2RXH2 1-337 limits assumed): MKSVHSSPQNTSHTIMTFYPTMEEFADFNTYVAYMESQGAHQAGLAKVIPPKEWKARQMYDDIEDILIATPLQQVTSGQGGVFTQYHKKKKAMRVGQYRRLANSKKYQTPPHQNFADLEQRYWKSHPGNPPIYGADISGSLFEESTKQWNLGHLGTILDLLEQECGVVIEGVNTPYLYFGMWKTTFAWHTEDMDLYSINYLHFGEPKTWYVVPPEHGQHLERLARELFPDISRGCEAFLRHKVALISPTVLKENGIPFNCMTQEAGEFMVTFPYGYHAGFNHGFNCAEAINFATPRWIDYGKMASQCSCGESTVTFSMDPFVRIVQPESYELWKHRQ
SMN2 splice up: enhancers of SMN2 splice variant expression; Potency, µM (doses to about 46.1 µM), for inactives: at the top dose activity change, positive = activation, usual class: activators; HEK293 SMN2-luciferase splicing reporter, luminescence, 30-36 h; AID 1458; actives 2.8% (n = 210,000); further: % of control where 0% means no effect; nearly all actives have a fitted effect of over 55% in size
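HEK293 cells carry an SMN2 minigene-luciferase reporter in which exon 7 inclusion puts luciferase in frame. Cells were seeded at 2000 cells/well, attached for 10-12 hours, then exposed to compounds for 30-36 hours at 37C before ONE-Glo luminescence.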
GAA glycogen: alters human alpha-glucosidase cleavage of glycogen; P10253; recombinant GAA, glycogen substrate, Amplex Red glucose oxidase fluorescence; Potency, µM (highest dose often 76.4 µM), inactives show at the highest dose activity change, negative = inhibition, most hits filed as inhibitors; actives 0.38% (n = 300,000); AID 2100;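 further: 0% = full enzyme reaction and -100% = no-enzyme basal signal; the screen sought inhibitors and activators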
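Recombinant human alpha-glucosidase (4 nM final) hydrolysed bovine liver glycogen (30 ug) for 40 min at 37 C in pH 5.0 citrate/phosphate with 0.01% Tween-20. Released glucose detected by glucose oxidase/Amplex Red, Ex 573/Em 610 nm. Compounds up to 77 uM; AC50 from Hill fits.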
ALDH1A1 block: blocks purified human ALDH1A1 activity; P00352; Purified ALDH1A1, NADH fluorescence, propionaldehyde substrate; Potency, µM (titrated, usually from 75.3 µM), without a hit: top-dose activity, negative = inhibition, actives largely listed as inhibitors; actives 7.3% (n = 220,000); AID 1030; active means well fitted inhibition curve with a large enough effect, not every such curve was filed as active; inconclusive means small, poorly fitted or top-dose-only effect, or another doubt; inactive means no such curve, though single readings can be large or run the other way;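 further: plate controls were no enzyme wells and a reference inhibitor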
Target sequence (P00352 whole entry, looked up): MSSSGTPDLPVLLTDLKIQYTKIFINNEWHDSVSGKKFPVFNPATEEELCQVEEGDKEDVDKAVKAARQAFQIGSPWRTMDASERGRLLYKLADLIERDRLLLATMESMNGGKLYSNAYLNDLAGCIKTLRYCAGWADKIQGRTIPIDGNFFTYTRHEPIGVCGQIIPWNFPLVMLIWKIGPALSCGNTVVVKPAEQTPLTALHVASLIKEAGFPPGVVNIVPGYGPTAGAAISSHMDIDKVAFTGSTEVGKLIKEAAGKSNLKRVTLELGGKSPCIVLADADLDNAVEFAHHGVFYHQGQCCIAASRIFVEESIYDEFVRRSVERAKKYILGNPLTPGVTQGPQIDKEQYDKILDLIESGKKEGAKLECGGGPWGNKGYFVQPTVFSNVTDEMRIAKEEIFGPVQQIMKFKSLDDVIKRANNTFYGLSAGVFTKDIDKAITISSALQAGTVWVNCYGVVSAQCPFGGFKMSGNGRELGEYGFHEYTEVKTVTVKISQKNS
GAA inhib: blocks human lysosomal alpha-glucosidase; P10253; purified human GAA, 4-MU-alpha-glucoside fluorescence; actives 0.005% (n = 200,000); Potency, µM (doses to about 76.9 µM), for the others: top-dose activity change, negative = inhibition, most hits filed as inhibitors;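 further: plate controls were uninhibited enzyme wells for no effect and no-enzyme background for full effect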
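Activity normalized between no-enzyme (basal) and enzyme-only wells. Conditions: 4 nM human enzyme, 400 uM fluorogenic substrate, citrate/phosphate pH 5.0 with Tween-20, 20 min room temperature, compounds up to 77 uM.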
Numbers without * were called inactive; [ ] = dose if it differs, or a comment. Unless noted, the call rests on the fitted dose curve; in most records, active means well fitted curve in the direction sought with a large enough effect; inconclusive means small, poorly fitted or top-dose-only effect, or another doubt; inactive means no such curve, though single readings can be large; an effect the other way counts as inactive or inconclusive. Potency means the concentration at half of the fitted maximal effect.

For CNC(=O)c1[nH]cnc1C(=O)N[C@@H](C)C(=O)OCc1ccccc1 the results were aGal spleen mod 11%, GoLoco inh red 9%, GAA spleen mod 4%, JMJD2E inh -3% and GAA glycogen 14%.
For O=C(OCc1ccc(Cl)cc1Cl)c1cccnc1Cl the results were aGal spleen mod -3%, GoLoco inh red -8%, GAA spleen mod -5%, JMJD2E inh -3%, SMN2 splice up -7%, GAA glycogen -8%, ALDH1A1 block -1% and GAA inhib -5%.
CCOC(=O)c1[nH]c2ccc(OC)cc2c1NC(=S)N1CCN(c2ccccn2)CC1 was read as aGal spleen mod -1%, GoLoco inh red -6%, GAA spleen mod 3%, JMJD2E inh inconclusive, SMN2 splice up -15%, GAA glycogen inconclusive, ALDH1A1 block -6% and GAA inhib -1%.
Screening CCOC(=O)C(CC)/C(C)=N\NC(=O)c1cccc(C)c1 (stereo unspecified) returned aGal spleen mod -16%, GoLoco inh red 9%, GAA spleen mod 7%, JMJD2E inh 42%[activator], GAA glycogen 8%, ALDH1A1 block inconclusive and GAA inhib 1%.
CC(C)CCOc1ccc(C(=O)NCCC(=O)N2CCOCC2)cc1 was read as aGal spleen mod -3%, GoLoco inh red 10%, GAA spleen mod -7%, JMJD2E inh -2%, SMN2 splice up 24%, GAA glycogen 2%, ALDH1A1 block 24% and GAA inhib -12%.
Screening Cc1ccc2cc(CN(CCCN(C)C)C(=S)NCc3ccccc3)c(=O)[nH]c2c1C returned aGal spleen mod 7%, GoLoco inh red 12%, GAA spleen mod -16%, JMJD2E inh -4%, GAA glycogen 12%, ALDH1A1 block inconclusive and GAA inhib inconclusive.
Screening Cc1ccc2ccccc2[n+]1CCCS(=O)(=O)[O-] returned aGal spleen mod 6%, GoLoco inh red -14%, GAA spleen mod 2%, JMJD2E inh inconclusive, SMN2 splice up 4%, GAA glycogen -1%, ALDH1A1 block inconclusive and GAA inhib inconclusive.
For COc1ccccc1NC(=O)c1ccc(NC(=O)CN2C(=O)CN(C)C2=O)cc1 the results were aGal spleen mod 3%, GoLoco inh red -3%, GAA spleen mod -17%, JMJD2E inh 1%, SMN2 splice up 13%, GAA glycogen 2%, ALDH1A1 block inconclusive and GAA inhib inconclusive.
`CCC(=O)N1CCN(c2ccccc2NC(=O)COc2cc(C)ccc2C(C)C)CC1` gave aGal spleen mod 2%, GoLoco inh red 8%, GAA spleen mod -1%, JMJD2E inh -2%, SMN2 splice up -21%, GAA glycogen -7%, ALDH1A1 block -3% and GAA inhib inconclusive.
Screening O=C(CCc1ccccc1)Nc1c(F)c(F)c(F)c(F)c1F returned aGal spleen mod -10%, GoLoco inh red 1%, GAA spleen mod -5%, JMJD2E inh 4%, SMN2 splice up -4%, GAA glycogen -1%, ALDH1A1 block -3% and GAA inhib 2%.
`O=C(CSCC(=O)Nc1nccs1)Nc1ccccc1` gave aGal spleen mod 2%, GoLoco inh red -7%, GAA spleen mod -2%, JMJD2E inh -8%, SMN2 splice up 14%, GAA glycogen -3%, ALDH1A1 block -14% and GAA inhib 12%.
`CC(C)NCC(O)(c1ccc(Cl)cc1)c1ccc(Cl)cc1` gave aGal spleen mod 1%, GoLoco inh red -19%, GAA spleen mod 3%, JMJD2E inh 5%, SMN2 splice up -21%, GAA glycogen 3%, ALDH1A1 block -4% and GAA inhib -8%.
CN(C)/C=C/C(=O)c1ccc(C(F)(F)F)cc1F was read as aGal spleen mod -7%, GoLoco inh red 1%, GAA spleen mod -7%, JMJD2E inh 1%, GAA glycogen 9%, ALDH1A1 block 3% and GAA inhib inconclusive.
For C=CCOc1ccc(C2/C(=C(\O)c3ccc(F)cc3)C(=O)C(=O)N2CCCN(C)C)cc1 (stereo unspecified) the results were aGal spleen mod 6%, GoLoco inh red 3%, GAA spleen mod 2%, JMJD2E inh 7%, SMN2 splice up -10%, GAA glycogen 2%, ALDH1A1 block -15% and GAA inhib -1%.
`CCOC(=O)/C=C/CCCC=O` gave aGal spleen mod 7%, GoLoco inh red 2%, GAA spleen mod -3%, JMJD2E inh -1%, SMN2 splice up 10% and ALDH1A1 block 6%.

By substructure, the entries above containing a Cl atom
For O=C(OCc1ccc(Cl)cc1Cl)c1cccnc1Cl the results were aGal spleen mod -3%, GoLoco inh red -8%, GAA spleen mod -5%, JMJD2E inh -3%, SMN2 splice up -7%, GAA glycogen -8%, ALDH1A1 block -1% and GAA inhib -5%.
`CC(C)NCC(O)(c1ccc(Cl)cc1)c1ccc(Cl)cc1` gave aGal spleen mod 1%, GoLoco inh red -19%, GAA spleen mod 3%, JMJD2E inh 5%, SMN2 splice up -21%, GAA glycogen 3%, ALDH1A1 block -4% and GAA inhib -8%.

Next entries follow.
Screening CC(NC(=O)Nc1nccs1)(C(F)(F)F)C(F)(F)F returned aGal spleen mod 4%, GoLoco inh red 8%, GAA spleen mod 3%, JMJD2E inh -4%, SMN2 splice up -12%, GAA glycogen 4%, ALDH1A1 block 7% and GAA inhib -4%.
For CCNC(=O)[C@H]1O[C@@H](n2cnc3c(N)nc(NCCc4ccc(CCC(=O)O)cc4)nc32)[C@H](O)[C@@H]1O the results were aGal spleen mod -8%, GoLoco inh red -4%, GAA spleen mod -3%, JMJD2E inh inconclusive and GAA glycogen -1%.
`N/C(=N\OC(=O)CCC1CCCCC1)c1cccnc1` gave aGal spleen mod -7%, GoLoco inh red 6%, GAA spleen mod -10%, JMJD2E inh 7%, SMN2 splice up 17%, GAA glycogen 6%, ALDH1A1 block 0% and GAA inhib -4%.
For CCOc1ccc(S(=O)(=O)NCc2ccco2)c2ccccc12 the results were aGal spleen mod 6%, GoLoco inh red 2%, GAA spleen mod -11%, JMJD2E inh -12%, GAA glycogen -14%, ALDH1A1 block 14µM* and GAA inhib -11%.
Screening O=C(NCc1ccco1)C(Cc1ccccc1)N1C(=O)C2C3C=CC(C3)C2C1=O (stereo unspecified) returned aGal spleen mod 3%, GoLoco inh red -3%, GAA spleen mod -1%, JMJD2E inh 1%, SMN2 splice up inconclusive, GAA glycogen -2%, ALDH1A1 block inconclusive and GAA inhib -10%.
CC(Sc1ccccc1)C(=O)NN=C1CCCCCCC1 (stereo unspecified) was read as aGal spleen mod -1%, GoLoco inh red 3%, GAA spleen mod -7%, JMJD2E inh 40%[activator], GAA glycogen 4%, ALDH1A1 block -15% and GAA inhib 0%.
Screening CCN(Cc1ccncc1)C(=O)CCc1nnc(CCC2CCCCC2)o1 returned aGal spleen mod -14%, GoLoco inh red 21%, GAA spleen mod -10%, JMJD2E inh -14%, GAA glycogen 2%, ALDH1A1 block inconclusive and GAA inhib 4%.
For CN(c1cccc(Cl)c1)S(=O)(=O)c1cccc(C(=O)Nc2nc3ccccc3[nH]2)c1 the results were aGal spleen mod -6%, GoLoco inh red 4%, GAA spleen mod -3%, JMJD2E inh inconclusive, SMN2 splice up -96%[inhibitor], GAA glycogen 9%, ALDH1A1 block 6% and GAA inhib inconclusive.
`CNC(=O)CN(c1cccc(Br)c1)S(C)(=O)=O` gave aGal spleen mod 1%, GoLoco inh red -2%, GAA spleen mod 3%, JMJD2E inh -1%, SMN2 splice up -1%, GAA glycogen 3%, ALDH1A1 block -3% and GAA inhib -8%.
Cc1sc2c(c1C)c(=O)n(-c1ccccc1)c1nnc(C)n21 was read as aGal spleen mod -2%, GoLoco inh red 2%, GAA spleen mod -10%, JMJD2E inh 3%, SMN2 splice up 5%, GAA glycogen 1%, ALDH1A1 block -4% and GAA inhib 6%.
CCc1ccc(CN(C)C(=O)CCc2nnc(-c3ccc(-c4ccccc4)cc3)o2)nc1 was read as aGal spleen mod -2%, GoLoco inh red 8%, GAA spleen mod -7%, JMJD2E inh inconclusive, GAA glycogen 5%, ALDH1A1 block inconclusive and GAA inhib -9%.
Screening CCOCCc1c(O)nc(SCCOc2ccc(C)c(C)c2)[nH]c1=O returned aGal spleen mod 1%, GoLoco inh red 16%, GAA spleen mod 1%, JMJD2E inh 3%, SMN2 splice up -7%, GAA glycogen 9%, ALDH1A1 block 12% and GAA inhib 7%.
Screening COc1ccc(OC)c(-c2cc(C(=O)Nc3cc(C)on3)no2)c1 returned aGal spleen mod 3%, GoLoco inh red -3%, GAA spleen mod 2%, JMJD2E inh inconclusive, SMN2 splice up -9%, GAA glycogen 1%, ALDH1A1 block inconclusive and GAA inhib inconclusive.
`Cc1ccc(-n2cc(CNCCc3cscn3)c(-c3ccc(F)cc3)n2)cc1` gave aGal spleen mod 5%, GoLoco inh red 10%, GAA spleen mod -1%, JMJD2E inh -10%, GAA glycogen -3%, ALDH1A1 block -10% and GAA inhib 1%.
Screening CC(C)NC(=O)c1c(CSc2ccccc2)noc1C(=O)NCc1ccccc1 returned aGal spleen mod 2%, GoLoco inh red -6%, GAA spleen mod -2%, JMJD2E inh -2% and GAA glycogen -4%.
Screening CC(C)(C)C1CCC(OC(=O)c2cncc(Br)c2)CC1 (stereo unspecified) returned aGal spleen mod 2%, GoLoco inh red 0%, GAA spleen mod 4%, JMJD2E inh 10%, SMN2 splice up -38%[inhibitor], GAA glycogen 0%, ALDH1A1 block -4% and GAA inhib 3%.
Cc1nc(NC(=O)COC(=O)CCC(=O)c2cccs2)c(Cl)cc1Cl was read as aGal spleen mod -11%, GoLoco inh red 0%, GAA spleen mod -4%, JMJD2E inh -8%, SMN2 splice up -4%, GAA glycogen 2%, ALDH1A1 block 5% and GAA inhib -2%.

3 entries out of the list, sorted by count of non-hydrogen atoms, descending.
For CCNC(=O)[C@H]1O[C@@H](n2cnc3c(N)nc(NCCc4ccc(CCC(=O)O)cc4)nc32)[C@H](O)[C@@H]1O the results were aGal spleen mod -8%, GoLoco inh red -4%, GAA spleen mod -3%, JMJD2E inh inconclusive and GAA glycogen -1%.
Screening CCN(Cc1ccncc1)C(=O)CCc1nnc(CCC2CCCCC2)o1 returned aGal spleen mod -14%, GoLoco inh red 21%, GAA spleen mod -10%, JMJD2E inh -14%, GAA glycogen 2%, ALDH1A1 block inconclusive and GAA inhib 4%.
Screening CCOCCc1c(O)nc(SCCOc2ccc(C)c(C)c2)[nH]c1=O returned aGal spleen mod 1%, GoLoco inh red 16%, GAA spleen mod 1%, JMJD2E inh 3%, SMN2 splice up -7%, GAA glycogen 9%, ALDH1A1 block 12% and GAA inhib 7%.

The list is partial, so the mix of outcomes need not match the whole.
